Cycloheximide cs = counter-screen for Shiga toxin inhibitors: cycloheximide protein synthesis inhibition; cell reporter, cycloheximide protein synthesis inhibition counterscreen; max response, %; 12% of 300,000 active; AID 2314; in the data active = max response mostly above about 13%, no sharp cut-off; inactive = mostly below about 14%; note: read at 38.3 µM for the half of the compounds with a filed dose; 0% is about no effect
Shiga inhibitor = blocks Shiga toxin action in Vero cells. Vero cells, Shiga toxin protein synthesis inhibition reporter. inhibition, % at 38.7 µM. 9.2% of 290,000 active; in the data active = inhibition mostly above about 28%, no sharp cut-off; inactive = mostly below about 43%; note: 0% is about no effect
Pf growth 48h = inhibits P. falciparum growth in the first generation, 48 h | P. falciparum luciferase growth in erythrocytes, 48 h | Potency, µM (doses to about 28.7 µM), for the others: at the highest dose activity change, negative = inhibition, hits mostly inhibitors | 5.9% of 310,000 active | AID 504832; note: potency is the fitted concentration of half-maximal effect; % is set by controls: 0 for no effect and ±100 for the full control effect
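Here the parasites carry a stable luciferase gene and grow inside erythrocytes in Albumax-based RPMI medium with compound for one erythrocytic cycle. Activity is scored as loss of luminescent signal.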
LmPK inhibitor = blocks Leishmania mexicana pyruvate kinase activity; Q27686; purified LmPK, Kinase-Glo ATP luminescence, 1 h; Potency, µM (titrated, usually from 57.5 µM), for the others: at the top dose activity change, negative = inhibition, hits mostly inhibitors; 0.37% of 290,000 active; AID 1721; note: potency is the fitted concentration of half-maximal effect; % is set by controls: 0 for no effect and ±100 for the full control effect
Target sequence (Q27686 whole entry, looked up): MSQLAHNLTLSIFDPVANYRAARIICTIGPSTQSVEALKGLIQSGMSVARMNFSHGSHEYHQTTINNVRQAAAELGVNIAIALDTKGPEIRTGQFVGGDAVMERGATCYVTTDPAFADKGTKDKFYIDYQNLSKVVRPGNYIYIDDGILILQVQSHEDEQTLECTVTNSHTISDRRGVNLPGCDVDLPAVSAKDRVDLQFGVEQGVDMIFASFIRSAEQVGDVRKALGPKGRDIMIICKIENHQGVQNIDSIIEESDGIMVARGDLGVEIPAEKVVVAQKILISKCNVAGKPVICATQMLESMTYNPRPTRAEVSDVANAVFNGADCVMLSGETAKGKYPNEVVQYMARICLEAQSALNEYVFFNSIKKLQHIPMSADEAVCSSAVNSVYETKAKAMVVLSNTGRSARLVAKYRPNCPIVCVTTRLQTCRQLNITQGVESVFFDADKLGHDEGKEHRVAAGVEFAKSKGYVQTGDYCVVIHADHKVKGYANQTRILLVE
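qHTS format; LmPK 0.1 nM; substrates PEP 0.5 mM and ADP 0.1 mM. One-hour room-temperature incubation, then coupled luciferase luminescence; 0.5 nM enzyme wells mark activation.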
AmpC inh no detg = AmpC beta-lactamase inhibition without detergent; P00811; AmpC nitrocefin hydrolysis, absorbance 480 nm, 0.0001% Triton; Potency, µM (titrated, usually from 57.1 µM), for the others: at the top dose activity change, negative = inhibition, most hits filed as inhibitors; 0.52% of 330,000 active; AID 485341;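 note: potency is the fitted concentration of half-maximal effect; plate controls were no compound for no effect and no enzyme for full effect; nearly all actives have a fitted effect of over 20% in size; some results filed as inactive show a strong effect at the top dose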
Target sequence (P00811 whole entry, looked up): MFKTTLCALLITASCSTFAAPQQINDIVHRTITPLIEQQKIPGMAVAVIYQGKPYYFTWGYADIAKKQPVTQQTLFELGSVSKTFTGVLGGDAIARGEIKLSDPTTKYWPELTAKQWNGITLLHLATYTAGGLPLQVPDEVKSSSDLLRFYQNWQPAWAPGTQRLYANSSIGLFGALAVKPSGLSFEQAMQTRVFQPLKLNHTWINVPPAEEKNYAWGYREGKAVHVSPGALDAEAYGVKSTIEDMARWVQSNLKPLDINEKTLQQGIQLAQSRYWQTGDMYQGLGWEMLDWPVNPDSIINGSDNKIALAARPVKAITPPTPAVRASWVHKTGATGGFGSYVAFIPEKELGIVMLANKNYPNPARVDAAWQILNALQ
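AmpC (5.3 nM in the dispensed reagent) in 20 mM phosphate pH 7.0 with 0.01% (detergent screen) or 0.0001% Triton X-100 was preincubated with compounds for 15 min at room temperature. Nitrocefin was then added from an 800 uM solution, and hydrolysis was followed at 480 nm.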
TbPYK inhibitor = blocks Trypanosoma brucei pyruvate kinase | Potency, µM (top dose mostly 76.8 µM), for the others: at the highest dose activity, negative = inhibition, hits mostly inhibitors | Q57TT1 | 0.12% of 410,000 active | TbPYK enzyme, Kinase-Glo Plus ATP luminescence, 45 min; note: potency is the fitted concentration of half-maximal effect; % is set by controls: 0 for no effect and ±100 for the full control effect; nearly all actives have a fitted effect of over 50% in size
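Quantitative HTS: titrated library compounds versus trypanosomal pyruvate kinase in TEA buffer (pH 7.2) containing KCl, MgCl2, BSA and Tween-20. Reactions were initiated with ADP, 130 uM final. Kinase-Glo Plus luminescence was read after 45 min at RT.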
Pf growth 96h = inhibits malaria parasite growth, 96 h; P. falciparum luciferase reporter growth, 96 h; Potency, µM (doses to about 28.7 µM), without a hit: at the highest dose activity change, negative = inhibition, usual class: inhibitors; 6.9% of 320,000 active; AID 504834; note: potency is the fitted concentration of half-maximal effect; % is set by controls: 0 for no effect and ±100 for the full control effect
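Two-generation exposure (96 h) targets delayed-death phenotype. Reporter parasites carrying integrated firefly luciferase, in red cells at 2% hematocrit and 0.05% parasitemia final, kept at 37 C, 5% CO2; luminescence loss indicates inhibition.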
An asterisk follows results filed as active; ? = inconclusive; nt = no result given; [ ] = remark or other dose. Unless noted, calls come from the whole dose curve; as a rule, active = well fitted curve in the direction sought with a large enough effect; inconclusive = small, poorly fitted or top-dose-only effect, or another doubt; inactive = no such curve, though single readings can be large; an effect the other way counts as inactive or inconclusive.

1) CC(C)Cn1c(=O)c(C(=O)NCc2ccccn2)c(O)c2ccccc21
2) C=CCNc1nc(NC(C)(C)CO)nc(OC)n1
3) Cc1cccc(CNC(=O)CCc2nnc(C3CCCCC3)o2)c1
4) Cc1ccccc1N1C(=O)C(Oc2ccc(Cl)cc2)C1CNC(C)(C)C (stereo not drawn)
5) O=C(CCN1C(=O)/C(=C/c2ccc(F)cc2)SC1=S)NCCc1cnc[nH]1
6) O=C(CSc1nnc(NC(=O)C2CC(=O)N(c3ccc(F)cc3)C2)s1)NCC1CCCO1 (stereo not drawn)
7) Cc1cc(Cl)ccc1Oc1ncnc2onc(C)c12
8) COc1cccc(NS(=O)(=O)c2ccc(Br)s2)c1
9) O=c1c2ccccc2nnn1CSc1nc2ccccc2[nH]1
10) COc1ccccc1-c1nnc(SCC(=O)Nc2nc(-c3ccccc3)cs2)n1C
assay / entry	1	2	3	4	5	6	7	8	9	10
Cycloheximide cs	0	-1	1	-1	-3	-1	-1	0	43*	12
Shiga inhibitor	0	2	2	-15	-3	-10	-11	14	77*	28
Pf growth 48h	12µM*	-16%	57%[activator]	12µM*	-16%	-17%	-9%	17%	148%[activator]	?
LmPK inhibitor	3%	-3%	0%	0%	0%	-6%	-1%	1%	-5%	5%
AmpC inh no detg	75%[activator]	-18%	6%	-10%	-9%	-11%	0%[2.29 µM]	-10%	-3%	-2%
TbPYK inhibitor	-7%	-3%	-3%	14%	-1%	-1%	-5%	1%	0%	4%
Pf growth 96h	-1%	?	?	47%[activator]	?	5%	-3%	117%[activator]	152%[activator]	?

The list goes on, starting with the last four of the part before.
7) Cc1cc(Cl)ccc1Oc1ncnc2onc(C)c12
8) COc1cccc(NS(=O)(=O)c2ccc(Br)s2)c1
9) O=c1c2ccccc2nnn1CSc1nc2ccccc2[nH]1
10) COc1ccccc1-c1nnc(SCC(=O)Nc2nc(-c3ccccc3)cs2)n1C
11) O=C(NC1CC1)C(Cl)c1ccccc1 (stereo not drawn)
12) Cc1cc(C(=O)NNC(=S)Nc2cccc(C(F)(F)F)c2)nn1C
13) O=C(O)CSC1c2ccccc2C(=O)N1c1ccccc1 (stereo not drawn)
14) O=C(CCC(=O)OC(C(=O)c1ccccc1)c1ccccc1)Nc1ccccc1 (stereo not drawn)
15) C=CCn1c(O)c(C=NCCCn2ccnc2)c(=O)[nH]c1=O
16) COc1ccccc1C(=O)N1CCN(C(=O)c2ccncc2)CC1
17) Cc1onc(-c2c(F)cccc2Cl)c1C(=O)Nc1ccc(Cl)c(S(=O)(=O)N(C)C)c1
18) Cc1ccccc1NC(=O)C(=Cc1ccc(C(=O)O)cc1)C(=O)Nc1ccccc1C
19) O=C1CCC(C(=O)OCC(=O)c2ccccc2)N1 (stereo not drawn)
20) COc1ccc(NC(=O)COC(=O)c2cc(C)oc2C)cc1OC
assay / entry	7	8	9	10	11	12	13	14	15	16	17	18	19	20
Cycloheximide cs	-1	0	43*	12	2	18*	-1	2	-2	-1	nt	-2	-2	nt
Shiga inhibitor	-11	14	77*	28	-5	33	-9	-7	-17	8	nt	-8	14	nt
Pf growth 48h	-9%	17%	148%[activator]	?	11%	19%	9%	nt	?	11%	?	3.7µM*	15%	-19%
LmPK inhibitor	-1%	1%	-5%	5%	6%	-2%	2%	3%	-3%	1%	nt	2%	-1%	nt
AmpC inh no detg	0%[2.29 µM]	-10%	-3%	-2%	-14%	-19%	?	-24%	6%	-1%	-30%	-25%	-3%[2.29 µM]	2%
TbPYK inhibitor	-5%	1%	0%	4%	0%	-23%	2%	-7%	7%	-9%	0%	2%	2%	2%
Pf growth 96h	-3%	117%[activator]	152%[activator]	?	3%	41%[activator]	2%	?	3%	2%	?	?	-6%	-3%

21) CC(C)NC(=O)COc1ccc(/C=N/NS(=O)(=O)c2ccccc2)cc1
22) Cc1cc(C(=O)COC(=O)Cc2n[nH]c(=O)c3ccccc23)c(C)n1CC(F)(F)F
23) O=C(c1ccc(-c2ccccc2)cc1)N1CCCC1
24) Cc1ccc(NC(=O)CCN2C(=O)C3CCCCC3C2=O)c(O)c1 (stereo not drawn)
25) CCOC(=O)c1[nH]c2ccc(OC)cc2c1NC(=S)N1CCN(c2cccc(Cl)c2)CC1
26) Cc1c(C)c2ccc(OCC(=O)N3CCN(c4ccccc4)CC3)cc2oc1=O
27) COc1ccc(OC)c(CN2CCN(C(=O)c3cccc(S(=O)(=O)Nc4ccccc4OC)c3)CC2)c1
28) CCOC(=O)N1CCN(C(=O)C(CC(C)C)NS(=O)(=O)c2ccc3c(c2)oc(=O)n3C)CC1 (stereo not drawn)
29) O=C(NCCCn1ccnc1)C(=O)NCc1ccc(Cl)cc1
30) O=C(CNS(=O)(=O)c1cccc(C(F)(F)F)c1)Nc1ccccc1F
assay / entry	21	22	23	24	25	26	27	28	29	30
Cycloheximide cs	-2	nt	14	nt	4	-3	nt	-4	-4	1
Shiga inhibitor	-23	nt	53	nt	12	-2	nt	2	-2	14
Pf growth 48h	4%	-14%	64%[activator]	-15%	-27%	26%	?	nt	-28%	0%
LmPK inhibitor	-3%	nt	-14%	nt	3%	9%	nt	0%	2%	2%
AmpC inh no detg	-1%	-8%	14%	-3%	70%[activator]	58%	184%[activator]	-3%	-23%	-10%
TbPYK inhibitor	-12%	1%	2%	-3%	-3%	-7%	-5%	-3%	-5%	0%
Pf growth 96h	0%	?	59%[activator]	32%[activator]	?	-1%	?	10µM*	-20%	nt

31) CCC(C)c1ccc(C(C)NC(=S)NCc2ccc(F)cc2)cc1 (stereo not drawn)
32) O=C(Nc1ccc(Br)cc1F)c1ccc2c(c1)N(Cc1ccccc1)C(=O)CS2=O (stereo not drawn)
33) CCC(CC)NC(=O)c1ccc2c(c1)OCCO2
34) O=C(CN1C(=O)c2cccc3cccc1c23)NCc1cccnc1
35) Cn1c(N2C(=O)CC(Cc3ccccc3)C2=O)nc2ccccc21 (stereo not drawn)
36) O=C(Nc1ccc(Br)cc1)c1cccc(N2C(=O)C3C4CCC(C4)C3C2=O)c1 (stereo not drawn)
37) CCNC(=O)C1CC(=O)OC12CCCCC2 (stereo not drawn)
38) Cc1nc2ccccc2c(=O)n1/N=C/c1ccccc1OC(F)F
39) COc1ccccc1NC(=O)C1=C(C)Nc2nc(-c3cccs3)nn2C1c1cccc(O)c1 (stereo not drawn)
40) CCC(NC(=O)C(C)NC)C(=O)N1CCCC1C(=O)NC1CCCc2ccccc21 (stereo not drawn)
assay / entry	31	32	33	34	35	36	37	38	39	40
Cycloheximide cs	-1	-3	10	-3	-2	9	1	-2	-3	nt
Shiga inhibitor	-6	0	-7	-14	19	-34	5	18	-3	nt
Pf growth 48h	?	?	21%	nt	11%	-7%	26%	31%[activator]	?	33%[activator]
LmPK inhibitor	1%	2%	-3%	-3%	2%	1%	2%	0%	6%	nt
AmpC inh no detg	-13%	-22%	-5%	-16%	-19%	-8%	11%	3%	-23%	-11%
TbPYK inhibitor	3%	-3%	-9%	5%	2%	2%	-4%	0%	-5%	1%
Pf growth 96h	?	?	nt	nt	1.7µM*	-7%	-2%	12%	?	?

41) C=C(C)C(=O)N1CC2(CC(c3cccc(NC(=O)CC(c4ccccc4)c4ccccc4)c3)=NO2)C[C@H]1C(N)=O (stereo partly drawn)
42) CCOc1ccc(C2C=C(c3ccc(C)cc3)Nc3ncnn32)cc1 (stereo not drawn)
43) O=C(CSc1n[nH]c(=O)n1Cc1ccco1)Nc1ccccc1
44) COc1ccc(C2(CNC(=O)C(c3ccccc3)c3ccccc3)CCOCC2)cc1OC
45) O=C(CSc1nnc(-c2cccnc2)s1)Nc1cccc(C(=O)O)c1
46) Cc1cccc(NC(=O)c2cc(Cl)nc3ccccc23)c1
47) O=C(O)CN1C(=O)C2C3CC(C2C1=O)C1C(c2ccc(F)cc2)c2sc(=O)[nH]c2SC31 (stereo not drawn)
48) COc1cc(/C=C/C(=O)OCC(=O)Nc2c(C)n(C)n(-c3ccccc3)c2=O)ccc1OCC#N
49) COc1ccc(N/C=C(\C#N)S(=O)(=O)c2ccc(OC)cc2)cc1
50) COc1ccccc1CC(=O)NNS(=O)(=O)c1cccc([N+](=O)[O-])c1
assay / entry	41	42	43	44	45	46	47	48	49	50
Cycloheximide cs	2	9	-3	4	-1	-2	-2	-6	1	6
Shiga inhibitor	-6	6	-3	-2	30	1	-7	-9	-8	-9
Pf growth 48h	?	10µM*	0%	?	9%	?	1%	?	-16%	28%
LmPK inhibitor	2%	0%	-2%	-1%	-2%	0%	0%	-4%	8%	-2%
AmpC inh no detg	214%[activator]	-13%	-35%	94%[activator]	-2%	-11%	-28%	1%	-33%	-7%
TbPYK inhibitor	2%	nt	-1%	-12%	-11%	0%	-18%	1%	6%	1%
Pf growth 96h	?	136%[activator]	15%	?	38%[activator]	?	-22%	?	?	4%

51) C=CCn1c(=O)c2c(nc(-n3nc(C)cc3C)n2C)n(C)c1=O
52) O=C(N/N=C\c1cccc(Cl)c1)c1ccc(Cn2cc(Br)c([N+](=O)[O-])n2)o1
53) O=c1c(-c2ccc(Cl)cc2)coc2c(CN3CCCCC3)c(O)ccc12
54) COc1ccc(CCNC(=O)COc2ccc(S(=O)(=O)N3CCOCC3)cc2)cc1
55) Cc1nc2ccccc2n1CCOc1ccc(F)cc1
56) COc1ccc(S(=O)(=O)N2CCCCCC2)cc1C(=O)NCCc1ccc(F)cc1
57) CCCc1cc(=O)oc2cc(Oc3ncccn3)ccc12
58) O=C(N/N=C/C=C\c1ccccc1[N+](=O)[O-])c1cc(-c2ccc3ccccc3c2)n[nH]1
59) CC(/C=N/NC(=O)c1cc(-c2ccncc2)nc2ccccc12)=C\c1ccco1
60) COC(=O)c1ccc(N2CCN(c3ccccc3)CC2)c(N)c1
61) COc1ccc2occ(C(=O)c3coc4ccc(O)c(CN(C)C)c34)c2c1
assay / entry	51	52	53	54	55	56	57	58	59	60	61
Cycloheximide cs	-3	8	5	-2	-1	nt	16	11*	-1	16*	4
Shiga inhibitor	-9	24*	17	20	-10	nt	73	25	-6	36	31
Pf growth 48h	10µM*	?	2.9µM*	-24%	?	?	56%[activator]	-61%	-8%	35%[activator]	8.3µM*
LmPK inhibitor	10%	-4%	-2%	2%	-5%	nt	3%	3%	4%	-2%	1%
AmpC inh no detg	-24%	-30%	-23%	-5%	17%	-7%	-22%	10µM*	-22%	-31%	-6%
TbPYK inhibitor	1%	3%	5%	1%	-1%	1%	-1%	-1%	-3%	-1%	4%
Pf growth 96h	-1%	?	-26%	?	10%	?	nt	15%	12%[5.75 µM]	63%[activator]	nt
